# Screens from PubChem BioAssay.
# PPARg SRC1 recr – PPARgamma-driven SRC-1 recruitment agonism; P37231; PPARgamma-SRC-1 coactivator recruitment biochemical assay; activation, % at 8 µM; 200,000 tested, 0.41% active; in the data active = activation above about 19%;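 also: 0% = DMSO and 100% = reference agonist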
# Target sequence (P37231 whole entry, looked up): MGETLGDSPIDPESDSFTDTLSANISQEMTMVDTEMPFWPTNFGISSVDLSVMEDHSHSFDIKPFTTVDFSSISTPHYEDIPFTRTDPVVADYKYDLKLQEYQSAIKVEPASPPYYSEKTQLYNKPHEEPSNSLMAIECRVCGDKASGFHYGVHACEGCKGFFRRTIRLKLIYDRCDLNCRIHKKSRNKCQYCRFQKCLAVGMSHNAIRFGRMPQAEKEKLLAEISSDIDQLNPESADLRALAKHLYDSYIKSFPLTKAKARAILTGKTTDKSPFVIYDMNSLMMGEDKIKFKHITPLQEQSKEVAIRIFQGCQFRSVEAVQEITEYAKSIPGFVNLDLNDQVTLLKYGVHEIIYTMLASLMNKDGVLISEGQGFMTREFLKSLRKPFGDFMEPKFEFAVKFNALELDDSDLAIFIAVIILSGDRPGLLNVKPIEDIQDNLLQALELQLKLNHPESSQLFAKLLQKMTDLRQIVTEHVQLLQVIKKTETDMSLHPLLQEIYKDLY
# S1P3 antag – blocks the human S1P3 receptor; CHO S1P3 NFAT-BLA reporter, FRET fluorescence, antagonist mode; 170,000 tested, 0.27% active; AID 485; Q99500; inhibition, % at 4.98 µM;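 active = inhibition above the plate cutoff, the mean inhibition of test wells on that plate plus 3 SD, cut at about 28% in these data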;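 also: cells challenged with S1P at its EC80 of 0.8 µM; blue over green emission ratio from cleaved BLA substrate after 4 h stimulation; 0% = S1P-stimulated wells and 100% = unstimulated DMSO-only wells; some compounds past the cut are filed as inactive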
# Target sequence (Q99500 whole entry, looked up): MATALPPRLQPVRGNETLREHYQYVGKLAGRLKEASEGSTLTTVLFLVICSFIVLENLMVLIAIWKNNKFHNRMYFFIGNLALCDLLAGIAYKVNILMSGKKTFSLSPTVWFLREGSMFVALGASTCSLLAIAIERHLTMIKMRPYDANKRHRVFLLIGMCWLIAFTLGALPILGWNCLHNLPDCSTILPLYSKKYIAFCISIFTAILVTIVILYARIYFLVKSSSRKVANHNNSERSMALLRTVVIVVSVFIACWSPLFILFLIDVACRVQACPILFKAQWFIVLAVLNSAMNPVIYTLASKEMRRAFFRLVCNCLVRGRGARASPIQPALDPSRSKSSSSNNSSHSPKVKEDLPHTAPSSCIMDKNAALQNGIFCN
# DTT redox prof – compounds producing H2O2 with reducing agent – biochemical, NIH compound library profiling, artefact control for MLSCN library redox annotation, primary screen; DTT-dependent redox cycling H2O2, phenol red/HRP absorbance; 100% = 100 µM peroxide control, 0% = buffer; activation, % at 10 µM; 200,000 tested, 0.03% active; AID 878;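 active = activation of at least 50% relative to the plate's high and low controls in the primary single-dose screen; inactive = activation below 50%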;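 also: compound incubated with DTT at 0.8 mM final as the reducing agent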
# PPARg SRC-2 ag – PPARgamma-driven SRC-2 recruitment agonism. PPARgamma LBD-SRC-2 recruitment, biochemical. activation, % at 8 µM. 200,000 tested, 0.34% active. AID 1032; in the data active = activation above about 22%;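 also: 0% = vehicle and 100% = reference agonist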
# Lmaj promast – Leishmania major promastigote growth inhibition; Leishmania major promastigotes, resazurin fluorescence viability; inhibition, % at 10 µM; 200,000 tested, 9% active; AID 1063; in the data active = inhibition above about 50%;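 also: promastigotes grown with compound for 44 hours at 28 °C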
# ROMK primary – modulators of human ROMK potassium channel; B-score at 10 µM; AID 1918; P48048; Tet-inducible ROMK, thallium flux fluorescence; actives lie on both sides; 130,000 tested, 2% active;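 active = signal ratio slope over the read window, or its plate-corrected B-score, at least 3 SD from the plate mean, either direction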;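 also: B-score of the F/F0 ratio slope over 7 to 12 s after thallium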
# PPARg SRC-3 ag – PPARgamma-driven SRC-3 recruitment agonism; P37231; biochemical PPARgamma/SRC-3 coactivator recruitment assay; activation, % at 8 µM; 200,000 tested, 0.26% active; AID 731; in the data active = activation above about 23%;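 also: 0% = DMSO and 100% = reference agonist; some compounds past the cut are filed as inactive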
# RAM network inh – yeast RAM network inhibition; inhibition, % at 50 µM; 190,000 tested, 1.8% active; S. cerevisiae dse1pr::URA3 reporter, 5-FOA growth OD615, 2 d; analog-sensitive cbk1-as2 kinase mutant strain;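 active = inhibition above a set limit, 3 SD over mean compound inhibition, cut at about 8.4% in these data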;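 also: 0% = DMSO-only wells with no growth and 100% = 10 µM 1-NA-PP1 full growth; inhibition rescues growth on 5-FOA so higher OD means more RAM inhibition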
# bIAP inh – intestinal alkaline phosphatase (bovine) inhibition; inhibition, % at 20 µM; 190,000 tested, under 10 active; purified bovine IAP, CDP-star luminescence, 30 min;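 active = over 50% inhibition of intestinal alkaline phosphatase at 20 µM in the single-dose screen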
#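 Assay system – bovine IAP enzyme · Quantity – bovine IAP at 1/65,000,000 final dilution · Detection – CDP-star luminescence signal · Times – 30 min reaction at room temperature · Also added – CDP-star substrate at 30 µM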
# HMGR II inh – E. faecalis class II HMG-CoA reductase inhibition; purified E. faecalis HMGR, NADPH absorbance 340 nm kinetic; 190,000 tested, 0.41% active; inhibition, % at 10 µM; AID 1066;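 active = inhibition above a set limit, the median over all tested compounds plus 3 SD, cut at about 9.5% in these data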;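 also: enzyme runs in reverse so mevalonate oxidation gives rising NADPH absorbance; 0% = complete reaction with DMSO and 100% = background rate lacking mevalonate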
# SRC2 TRFRET art – counter-screen for PPARgamma SRC-2 recruitment agonists: TR-FRET artefact; active compounds read high; TR-FRET ratio at 8 µM; 200,000 tested, 0.4% active; AID 1049; in the data active = TR-FRET ratio above about 2000; also: inactives centre near 1500; reference of the scale not given here
# An asterisk follows results filed as active; / = not tested or not shown. The order is random; overall some 13% were active at least once.
item	molecule	PPARg SRC1 recr	S1P3 antag	DTT redox prof	PPARg SRC-2 ag	Lmaj promast	ROMK primary
1	Cc1cc(NC(=O)COC(=O)c2cc(S(=O)(=O)N3CCOCC3)ccc2N2CCCCC2)no1	-2	/	0.1	8	9	0.44
2	COc1ccc(C2C(C(=O)NCCN3CCOCC3)c3ccccc3C(=O)N2C2CCCCC2)cc1 (centres undefined)	1	1	0.7	3	5	/
3	CC1CN(C(=O)Nc2ccc(F)cc2)C2(CCCCCC2)O1 (centres undefined)	2	-12	-1.6	7	-3	0.084
4	CC(C)NC(=O)CSc1nnc2sc3ccccc3n12	2	-9	-0.8	-2	12	0.37
5	CC12CCCCC1(O)[N+](=O)C1=C(CCCC1)N2[O-] (centres undefined)	4	19	-1.4	10	-7	/
6	O=C(NCC(c1cccs1)N1CCOCC1)c1ccc(Cl)c([N+](=O)[O-])c1 (centres undefined)	-9	2	0.5	-4	-3	/
7	CCOc1ccccc1C(=O)NCC(=O)OCC(=O)N1C(C)CCCC1C (centres undefined)	-7	-4	2.6	-2	-4	/
8	CCOC(=O)CNc1c(-c2ccc(OC)cc2)nc2ccc(Cl)cn12	4	/	0.3	6	6	-0.95
9	O=C(NCCN1CCOCC1)N1c2ccccc2Sc2ccccc21	8	/	0.9	3	-3	/
10	COC(=O)C1=C(C)NC(=S)NC1c1ccc(OC(=O)c2ccco2)cc1 (centres undefined)	-1	-9	0.5	0	-6	-0.48
11	O=C(Nc1nnc(C2CCCC2)s1)C1CCN(S(=O)(=O)c2ccc(Cl)cc2)CC1	3	10	0.9	-5	-3	/
12	O=C(N/N=C/c1ccsc1)c1ccccn1	4	-1	-0.3	1	4	0.51
13	CC(=O)OCCNC(=O)Cn1cnc2c1c(=O)n(C)c(=O)n2C	0	-8	-0.6	-1	19	/
14	CC(C)(C)C1CCc2c(sc(N)c2C(N)=O)C1 (centres undefined)	-3	-20	0.4	-5	-3	/
15	Cc1ccccc1C1CCCN(C(=O)c2cc(COc3c(F)cccc3F)on2)C1 (centres undefined)	5	-16	-0.3	1	-7	-0.55

item	PPARg SRC-3 ag	RAM network inh	bIAP inh	HMGR II inh	SRC2 TRFRET art
1	-4	0.9	10	-3	1656
2	-3	0.7	-2	-1	1474
3	1	1.1	9	-1	1748
4	-4	0.2	9	5	1480
5	7	0.4	-4	1	1619
6	0	0.5	22	1	1582
7	-4	1.1	6	-6	1448
8	9	1.9	-11	0	1508
9	4	1.6	0	1	1542
10	5	1.3	-1	-9	1579
11	-1	6.1	20	-7	1715
12	-2	-0.2	-7	-2	1686
13	-3	4.3	13	-2	1426
14	3	1.2	-8	1	1429
15	5	5.6	4	-5	1517

# The closing five entries of the part before are carried over, then new ones follow.
item	molecule	PPARg SRC1 recr	S1P3 antag	DTT redox prof	PPARg SRC-2 ag	Lmaj promast	ROMK primary
11	O=C(Nc1nnc(C2CCCC2)s1)C1CCN(S(=O)(=O)c2ccc(Cl)cc2)CC1	3	10	0.9	-5	-3	/
12	O=C(N/N=C/c1ccsc1)c1ccccn1	4	-1	-0.3	1	4	0.51
13	CC(=O)OCCNC(=O)Cn1cnc2c1c(=O)n(C)c(=O)n2C	0	-8	-0.6	-1	19	/
14	CC(C)(C)C1CCc2c(sc(N)c2C(N)=O)C1 (centres undefined)	-3	-20	0.4	-5	-3	/
15	Cc1ccccc1C1CCCN(C(=O)c2cc(COc3c(F)cccc3F)on2)C1 (centres undefined)	5	-16	-0.3	1	-7	-0.55
16	CC1=C(C(=O)OC(C)C)C2(O)C(=O)c3ccccc3C2(O)N1 (centres undefined)	1	/	-0.2	7	-3	/
17	CCC(=O)Nc1ccc(S(=O)(=O)Nc2cc(C)on2)cc1	-6	/	0.2	4	-5	-0.066
18	O=C(CSc1nc(-c2ccc(Cl)cc2)cs1)Nc1cccc([N+](=O)[O-])c1	0	-6	0.9	-1	10	/
19	Cc1ccc2oc(-c3ccccc3C(=O)O)cc(=O)c2c1	-2	9	-2.1	5	-9	/
20	COCCNC(=O)c1cc(-c2ccccc2OC)on1	-3	-24	-0.4	-1	-8	/
21	CCCCNC(=S)NNC(=O)c1c(Cl)c(C)nn1C	6	3	-0.3	0	-8	-0.092
22	CCCCC(CC)CNC(=O)Cn1c(=S)[nH]c2ncccc2c1=O (centres undefined)	6	-19	0.6	6	-7	1.1
23	O=C(CC(c1ccccc1)C1CCCCC1=O)c1ccco1 (centres undefined)	-2	/	0.7	-5	5	/
24	CCN(CC)c1ccc(/C=C(\C#N)C(=O)NCc2ccccc2)cc1	-2	-1	-0.3	3	3	-0.71
25	CC(=O)N1N=C(c2ccccc2)CC1c1cn(Cc2ccccc2)c2ccccc12 (centres undefined)	7	2	0.7	7	7	/
26	CCc1nnc(NC(=O)c2ccc(S(=O)(=O)NCC(C)C)cc2)s1	-8	6	4.2	-3	-8	/
27	CNc1nc(OCC(F)(F)F)nc(N2CCOCC2)n1	2	/	0.0	6	-2	-1.1
28	Cc1cccc(N2C(=O)C3CCC(c4ccccc4)CC3C2=O)c1 (centres undefined)	8	-2	-0.2	-2	-9	0.64
29	COc1ccc(OC)c(C2CC(=O)C(C)C(c3cc(OC)ccc3OC)N2)c1 (centres undefined)	6	/	0.2	5	12	-0.68
30	COCCn1nc2cc(C(=O)NCc3cc(C(F)(F)F)cc(C(F)(F)F)c3)ccc2c1OC	-5	/	-4.8	-1	3	0.045

item	PPARg SRC-3 ag	RAM network inh	bIAP inh	HMGR II inh	SRC2 TRFRET art
11	-1	6.1	20	-7	1715
12	-2	-0.2	-7	-2	1686
13	-3	4.3	13	-2	1426
14	3	1.2	-8	1	1429
15	5	5.6	4	-5	1517
16	0	2.0	9	-3	1658
17	-6	0.6	1	-1	1648
18	0	5.5	-9	-7	1367
19	12	2.0	11	-3	1483
20	3	-0.8	8	3	1448
21	2	1.1	11	-3	1501
22	-3	3.0	13	-7	1663
23	0	1.6	1	-4	1616
24	1	4.1	14	2	1415
25	4	6.1	-3	2	1620
26	-10	5.0	12	-2	1349
27	5	2.2	8	-6	1612
28	5	1.9	7	-1	1456
29	9	-1.2	-13	-2	1546
30	-8	0.7	-7	-3	1516

# (further entries)
item	molecule	PPARg SRC1 recr	S1P3 antag	DTT redox prof	PPARg SRC-2 ag	Lmaj promast	ROMK primary
31	CCOc1ccc(CCNC(=O)CN2C(=O)NC(CCSC)C2=O)cc1OCC (centres undefined)	-4	-13	0.4	-12	-2	-1
32	Cc1cc(C)cc(N=c2c([N+](=O)[O-])nn(-c3cccc(Cl)c3)n2O)c1	8	/	-0.1	12	42	-0.12
33	COc1ccccc1-n1c(N)c(C(=O)NCC2CCCO2)c2nc3ccccc3nc21 (centres undefined)	9	/	-0.3	9	27	-0.053
34	Cc1ccc(-n2c(SCc3cc(=O)n4ccsc4n3)nnc2-c2cccnc2)c(C)c1	-3	0	2.0	-2	-1	/
35	Cc1ccc(-c2[nH]c3ccccc3c2SCCNC(=O)c2ccc(S(=O)(=O)N3CCOCC3)cc2)cc1	6	-2	1.4	8	99*	-0.53
36	Cc1cc(C)n(CC(=O)N/N=C/c2ccc3c(c2)OCO3)n1	4	-15	-0.6	-2	-1	0.65
37	CN1CCCN(C(=O)Cc2c(Cl)cccc2Cl)c2nc3ccccc3nc21	5	-15	0.4	11	2	/
38	O=C(c1cccc(C(F)(F)F)c1)C1CCCN(C(=O)CCCn2cncn2)C1 (centres undefined)	12	-22	0.8	3	-5	0.094
39	CCNc1cc(Cl)nc(SC)n1	8	/	0.4	6	-2	/
40	O=C1NC2(CCCCCC2)N=C1c1ccc(Br)cc1	1	-25	-0.7	1	7	-0.32
41	CC(=O)c1cccc(NC(=O)CCOc2ccccc2)c1	-4	10	3.2	-6	-1	/
42	COC(=O)COc1ccc(C2NC(=O)NC(c3ccccc3)=C2C(C)=O)cc1OC (centres undefined)	-3	/	0.1	1	-7	/
43	COC(=O)c1cn(CCOc2ccccc2F)c2ccccc12	7	/	0.2	3	44	-0.059
44	O=C1CCC([N+](=O)[O-])C(c2cccc3ccccc23)N1 (centres undefined)	0	-15	-0.1	-2	-5	-0.093
45	Cn1cnnc1SCC(=O)NCc1cccc(C(F)(F)F)c1	-2	8	1.2	-14	-1	0.64

item	PPARg SRC-3 ag	RAM network inh	bIAP inh	HMGR II inh	SRC2 TRFRET art
31	1	-0.2	-8	-14	1292
32	9	3.7	33	0	1555
33	3	1.4	10	-7	1628
34	3	0.7	6	-1	1616
35	10	3.9	7	1	2560*
36	4	1.4	-14	-2	1541
37	13	4.0	-4	-4	1617
38	-2	-0.8	-9	-4	1514
39	8	1.1	2	8	1540
40	1	2.0	14	-2	1772
41	-4	0.1	10	3	1390
42	0	1.4	-4	-1	1566
43	5	2.6	6	0	1643
44	1	0.0	-14	-2	1373
45	2	1.1	10	-5	1431

# Other compounds:
item	molecule	PPARg SRC1 recr	S1P3 antag	DTT redox prof	PPARg SRC-2 ag	Lmaj promast	ROMK primary
46	COc1ccc(N/C=C2\CCOC2=O)cc1	10	7	-2.9	6	0	0.047
47	CSc1nc2c(c(=O)[nH]1)C(c1ccncc1)C(C(=O)OC(C)C)=C(C)N2 (centres undefined)	4	/	-2.7	-3	-1	0.64
48	COCC(C)NC(=O)CCSc1nc(-c2ccc(OC)cc2)cc(C(F)(F)F)n1 (centres undefined)	-3	/	0.6	10	6	0.18
49	CCOC(=O)c1cnc(Nc2nc3ccccc3o2)nc1CSc1ncccn1	3	9	-0.6	7	-2	/
50	O=C1CCCC/C1=C\Nc1ccc(O)cc1	-2	12	-1.9	0	13	/
51	CC(C)NC(=O)C1CC(=O)N(c2ccc(F)c(Cl)c2)C1 (centres undefined)	0	-15	3.8	0	-5	/
52	CC(=O)c1cnc2sccn2c1=O	-5	-24	1.4	-8	1	-0.45
53	O=C(COC(=O)c1n[nH]c2ccccc12)Nc1ccc(Cl)cc1[N+](=O)[O-]	3	-17	-0.7	2	-2	1.4
54	Cc1c(NC(=O)CSCc2ccc(Br)cc2)c(=O)n(-c2ccccc2)n1C	4	-2	0.2	1	-5	0.43
55	CC(C)CC(NC(N)=O)C(=O)Nc1ccc(Cl)c(Cl)c1 (centres undefined)	-1	-17	-0.3	-9	5	0.56

item	PPARg SRC-3 ag	RAM network inh	bIAP inh	HMGR II inh	SRC2 TRFRET art
46	4	1.5	4	-5	1578
47	4	1.3	5	-1	1488
48	-9	5.6	-8	-4	1686
49	1	/	/	/	1374
50	5	0.3	4	-1	1311
51	0	1.6	2	-4	1473
52	0	3.7	-11	-2	1589
53	0	1.7	2	-4	1428
54	5	1.5	-16	-3	1508
55	0	-0.7	2	-5	1465
